Bioassay records: PubChem, National Center for Advancing Translational Sciences (NCATS)
Pol iota inh – blocks human DNA polymerase iota activity; Q9UNA4; Pol iota fluorescent replication assay, 10 min; Potency, µM (top dose mostly 115 µM), without a hit: at the highest dose activity, negative = inhibition, most hits filed as inhibitors; 390,000 compounds, 1% hits; AID 588590; also: potency is read from the fitted curve at half-maximal effect
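Fluorescent replication assay read twice, at 0 min and 10 min after adding 50 nM (final) substrate. Enzyme (10 nM) and compounds were first incubated 15 min at room temperature; enzyme-free buffer wells were negative controls.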
LDHA inh – inhibitors of human lactate dehydrogenase A | P00338 | purified LDHA, NADH/diaphorase-resazurin fluorescence; hits give low values | activity change, % (values are at about 110 or 230 µM) | 480,000 compounds, 0.15% hits; in the data active = activity change below about -30%; inconclusive = mostly about -25% to -30%;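 also: plate controls were DMSO wells for no effect and wells without enzyme for full effect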
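Remaining NADH was detected by diaphorase (0.133 mg/mL) converting 37 µM resazurin to fluorescent resorufin, read at 0 and 20 minutes. The preceding 5-minute room-temperature reaction used 2 nM LDHA, 0.2 mM sodium pyruvate and 0.06 mM NADH at pH 7.4.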
Anesthetic bind – binds horse apoferritin like a general anesthetic; apoferritin/1-aminoanthracene competitive binding, fluorescence; Potency, µM (titrated, usually from 77.5 µM), inactives show at the highest dose activity change, negative = displacement, hits mostly inhibitors; 350,000 compounds, 0.074% hits; also: potency is read from the fitted curve at half-maximal effect; % is scaled to controls: 0 for no effect and ±100 for the full control effect; nearly all actives have a fitted effect of over 20% in size
Target sequence (P02791 2-175 limits assumed): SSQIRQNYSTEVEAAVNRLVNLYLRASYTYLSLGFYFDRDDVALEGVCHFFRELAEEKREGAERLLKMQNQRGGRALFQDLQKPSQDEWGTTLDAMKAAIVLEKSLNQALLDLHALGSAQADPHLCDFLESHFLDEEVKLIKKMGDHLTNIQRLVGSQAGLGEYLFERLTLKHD
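Horse-spleen apoferritin (10 uM) in 50% saturated 1-aminoanthracene in PBS was incubated 10 min at room temperature with compound. Fluorescence (ex 380, em 535 nm) was normalized to free and bound 1-AMA, with concentration-response fitted by a four-parameter Hill equation.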
POLH inh – DNA polymerase eta (human) inhibition; recombinant Pol eta, fluorescent DNA replication assay; Potency, µM (series often up to 114 µM), without a hit: at the top dose activity change, negative = inhibition, most hits filed as inhibitors; 390,000 compounds, 1.2% hits; AID 588591; also: potency is read from the fitted curve at half-maximal effect; % is scaled to controls: 0 for no effect and ±100 for the full control effect
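Pol eta at 10 nM preincubated with compounds 15 min at room temperature; reaction started with fluorescent substrate (50 nM final) and read kinetically at 0 and 10 min.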
BLM helicase inh – Bloom syndrome helicase (human) inhibition | recombinant BLM DNA unwinding, fluorescence dequenching | Potency, µM (highest dose often 56.1 µM), for the others: at the top dose activity change, negative = inhibition, usual class: inhibitors | AID 2528 | P54132 | 350,000 compounds, 0.2% hits;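 also: potency is read from the fitted curve at half-maximal effect; plate controls were vehicle for no effect and no enzyme for full effect; nearly all actives have a fitted effect of over 35% in size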
POLK inh – inhibitors of human DNA polymerase kappa. Q9UBT6. purified Pol kappa, fluorescent DNA synthesis assay, 10 min. Potency, µM (series often up to 107 µM), for inactives: top-dose activity, negative = inhibition, actives largely listed as inhibitors. 400,000 compounds, 0.53% hits; also: potency is read from the fitted curve at half-maximal effect; % is scaled to controls: 0 for no effect and ±100 for the full control effect
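Enzyme at 10 nM met test compounds for 15 min at room temperature. Substrate addition (50 nM final) began the reaction, which was monitored by fluorescence at 0 and 10 min.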
APE1 inh – APE1 (human) endonuclease inhibition | Potency, µM (series often up to 65.8 µM), for the others: at the highest dose activity change, negative = inhibition, usual class: inhibitors | recombinant APE1, TAMRA/BHQ-2 abasic DNA cleavage fluorescence | P27695 | AID 2517 | 350,000 compounds, 0.35% hits;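 also: potency is read from the fitted curve at half-maximal effect; plate controls were vehicle for no effect and reference inhibitor for full effect; nearly all actives have a fitted effect of over 55% in size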
Target sequence (P27695 whole entry, looked up): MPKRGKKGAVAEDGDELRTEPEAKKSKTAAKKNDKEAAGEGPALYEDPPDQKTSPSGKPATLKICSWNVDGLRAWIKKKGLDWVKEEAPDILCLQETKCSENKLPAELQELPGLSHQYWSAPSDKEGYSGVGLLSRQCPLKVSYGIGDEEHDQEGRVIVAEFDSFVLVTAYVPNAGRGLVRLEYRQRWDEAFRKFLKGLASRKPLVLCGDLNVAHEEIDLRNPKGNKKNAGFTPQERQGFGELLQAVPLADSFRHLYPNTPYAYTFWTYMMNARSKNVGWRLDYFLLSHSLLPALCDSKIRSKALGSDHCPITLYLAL
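Enzyme (0.75 nM final) and test compound are incubated 15 min at room temperature before adding 50 nM quenched THF abasic-site duplex. Cleavage dequenches TAMRA, followed at 525/598 nm over three reads one minute apart.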
Pol beta inh – inhibitors of human DNA polymerase beta; P06746; Pol beta primer extension/strand displacement, fluorescence kinetic; Potency, µM (series often up to 114 µM), for the others: at the top dose activity change, negative = inhibition, actives largely listed as inhibitors; 340,000 compounds, 1.3% hits; AID 485314; also: potency is read from the fitted curve at half-maximal effect; % is scaled to controls: 0 for no effect and ±100 for the full control effect
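Values derive from four-parameter Hill fits of normalized kinetic data: reads at 0 and 10 min following addition of 50 nM substrate to 10 nM Pol beta preincubated 15 min with compound.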
GRP78 ERSR act – induces the endoplasmic reticulum stress response in human glioma cells; U87-MG GRP78 promoter luciferase reporter, 16 h; Potency, µM, for inactives: at the top dose activation, most hits filed as activators; 420,000 compounds, 0.02% hits; also: potency is read from the fitted curve at half-maximal effect; series mostly up to about 76 µM; % of control where 0% means no effect; nearly all actives have a fitted effect of over 35% in size
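Stably transfected U87-MG glioma cells carrying a GRP78-based luciferase sensor; 16 h compound incubation. Luminescence end-point read 10 min after Bright-Glo addition at room temperature.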
Active calls of the source: *; ? = inconclusive; · = not tested or not shown; [ ] = remark or other dose. Unless noted, calls follow the shape of the dose curve; as a rule, active = well fitted curve in the direction sought with a large enough effect; inconclusive = small, poorly fitted or top-dose-only effect, or another doubt; inactive = no such curve, though single readings can be large; an effect the other way counts as inactive or inconclusive. These rows are one share of the data; rates above refer to the full screens.

SMILES	Pol iota inh	LDHA inh	Anesthetic bind	POLH inh	BLM helicase inh	POLK inh	APE1 inh	Pol beta inh	GRP78 ERSR act
Cn1c(-c2ccc(Cl)cc2)ccc(C#N)c1=O	-2%	-2	8%	-12%	-9%	5%	-1%	10%	1%
COc1ccc(CC(=O)NNC(=O)c2ccncc2)cc1	146%[activator]	-2	-6%	-11%	-4%	3%	1%	20%	-4%
CC(C)C[C@@H](C(=O)N[C@@H](C(=O)O)c1ccccc1)N1C(=O)N2CCc3c([nH]c4ccccc34)[C@@]2(C)C1=O	9%	1	-5%	-10%	1%	3%	4%	13%	-2%
CC(C)CNC(=O)COC(=O)c1cc(Cl)cc(Cl)c1N	3%	-7	182%[activator]	-5%	1%	-9%	-1%	-1%	-1%
Cc1cn(C)c(CC(=O)NCc2ccc(F)cc2)c1C(=O)O	8%	3	0%	-15%	-1%	5%[60.1 µM]	·	0%	-2%
COc1ccc(N2CCN(C(=O)c3ccccc3N(C)S(=O)(=O)c3ccc(C)cc3)CC2)cc1	-11%	6	-15%	-16%	-2%	-4%	74%[activator]	16%	-4%
Cc1cc(Br)ccc1NC(=O)CNC(=O)Cn1ncc(Cl)c(Cl)c1=O	?	0	-4%	-5%	-8%	-5%	-3%	21%	-13%
CN(c1ccc(OCC(=O)OCC(=O)NC2CCCC2)cc1)S(=O)(=O)c1ccc2ccccc2c1	1%	-2	1%	-8%	-3%	5%	5%	5%	-2%
O=C(CSc1ccc(Cl)cc1)N1CCN(c2ncc(C(F)(F)F)cc2Cl)CC1	14%	-3	1%	-15%	-11%	-26%	-5%	-9%	-2%
Clc1ccccc1CN1CCN(c2ncccn2)CC1	?	-10	-4%	-12%	-1%	-2%	20%	40%	-2%
Cn1cccc1-c1nc2ccc(NC(=O)c3cccs3)cc2[nH]1	?	-2	-10%	-6%	-6%	-11%	0%	?	-2%
O=C(O)CCCNC(=O)CC1S/C(=N/N=C/c2ccccc2O)NC1=O (stereo unspecified)	9%	-18	5%	-15%	0%	-5%[60.1 µM]	?	-9%	-3%
O=C(N/N=C/c1cccc([N+](=O)[O-])c1)c1ccc(COc2ccccc2-c2ccccc2)cc1	19%	-2	-1%	-16%	-1%	-4%	1%	10%	-3%
Cc1cccc(N(C(=O)CNC(=O)c2ccco2)C(C(=O)NC2CCCC2)c2cccnc2)c1 (stereo unspecified)	40%[activator]	0	-10%	-11%	2%	-11%	16%	38%	-2%
O=C(c1cc(COc2ccc(F)cc2F)on1)N1CCCC(c2ccccc2)C1 (stereo unspecified)	5%	0	-14%	-9%	-12%	-20%	-2%	-19%	5%
CCN(CC)C(=O)c1ccc(-c2cccs2)s1	162%[activator]	-3	?	3%	-2%	-13%	-1%	-18%	8%
CCN(CC(=O)Nc1ccc(S(=O)(=O)N2CCCC2)cc1)Cc1ccccc1	30%[activator]	-4	·	-23%	·	-12%	30%	·	-2%
Cc1ccc(NC(=O)COC(=O)/C=C/c2cccs2)cc1	15%	-14	4%	-13%	0%	-5%	-1%	10%	1%
c1cncc(C(c2nnnn2C2CCCCC2)N2CCN3CCCC3C2)c1 (stereo unspecified)	-7%	-1	-11%	-13%	3%	2%	5%	12%	-2%
CC(C)(C)n1ncc2c(=O)n(CC(=O)N3CCCc4ccccc43)cnc21	8%	-7	-22%	-2%	0%	-10%	-3%	18%	3%
CC1(C)Cc2ccccc2-c2nc(NCCCO)[nH]c(=O)c21	50%[activator]	-6	-1%	-24%	-3%	-4%	-3%	17%	-8%
CC[N+](CC)(CC)CC[C@](O)(c1ccccc1)C1CCCCC1	·	·	4%[29.3 µM]	·	-16%[21.4 µM]	-9%[19.4 µM]	·	·	-5%
CCC[C@@H]1CC2=CC(=O)CC[C@]2(C)[C@H]2CC[C@@]3(C)[C@@H](CC[C@@]34CCC(=O)O4)[C@H]12	·	·	-15%	·	2%	-6%[60.1 µM]	-3%	·	2%
CC1(C)CC(NC(=O)c2cccc(F)c2)CC(C)(C)N1	13%	-2	1%	-18%	2%	-6%	7%	31%	-1%
O=C(c1ccc2c(c1)OCO2)C1CCCN(Cc2cn[nH]c2-c2cccc(F)c2)C1 (stereo unspecified)	-2%	1	?	-9%	-1%	-1%	-2%	-20%	4%
O=S(=O)(NCCN1CCOCC1)c1ccc(F)c(Cl)c1	18%	-6	7%	2%	0%	20%	-12%	48%	1%
CCCOc1ccc(CNC(=O)c2oc3ccc4c(c3c2C)C(=O)CC(C)(CC)O4)cc1 (stereo unspecified)	16%	-3	?	-19%	-9%	-9%	·	28%	1%
CCOC(=O)c1cnc(SCC(=O)c2ccc(Cl)cc2)nc1N	-1%	-4	?	-13%	-2%	-4%	-1%	-16%	11%
COc1cc(NC2c3ccccc3C(=O)N2Cc2ccc3c(c2)OCO3)cc(OC)c1 (stereo unspecified)	25%	5	-4%	-13%	-6%	-5%	-6%	-15%	-2%
CC(Sc1ccc(S(=O)(=O)N2CCN(C)CC2)cn1)C(=O)Nc1cccc(Cl)c1Cl (stereo unspecified)	26%	-2	·	-29%	·	-15%	·	·	-5%
CC[N+]1(C)[C@@H]2CC[C@H]1CC(OC(=O)[C@H]1CCC(C(=O)OC3C[C@H]4CC[C@@H](C3)[N+]4(C)CC)(c3ccccc3)c3ccccc31)C2 (stereo partly specified)	8%	-4	·	-16%	·	4%	8%	·	-4%
Cc1ccc(C(=O)N2CCN(c3ccc(NC(=O)c4cccs4)cc3)CC2)cc1	12%	-13	5%	2%	-5%	-16%	5%	2%	-3%
Cc1ccc(NS(=O)(=O)c2cc(OCC(N)=O)c(C)cc2Cl)cc1	4%	-5	-2%	-16%	4%	-6%	-1%	-1%	-3%
CCOC(=O)c1nc(C)sc1-c1ccnn1S(=O)(=O)c1ccc(C)cc1	?	-3	-19%	1%	-13%	-10%	-1%	-5%	4%
O=C(NCCc1ccc(Cl)cc1)C1CCN(S(=O)(=O)c2cccc3nonc23)CC1	-1%	-6	-14%	-8%	-11%	-11%	-5%	12%	-2%
CCOc1ccc(NC(=O)CC2C(=O)N(c3ccc(C)cc3)C(=O)N2Cc2ccc(OC)cc2)cc1 (stereo unspecified)	-12%	-6	-1%	-4%	-7%	-12%	·	-9%	-2%
COc1cc2nc(N3CCCN(C)CC3)nc(OC3CCN(C)CC3)c2cc1OC	-11%	4	·	·	·	-11%	·	·	-5%
CCc1ccc2[nH]c(=O)c(CN(Cc3ccco3)S(=O)(=O)c3ccc4c(c3)OCCO4)cc2c1	15%	-2	-12%	-5%	-1%	3%	-12%	0%	-1%
Cc1cccc(N(CC(=O)NCc2ccc3c(c2)OCO3)C(=O)CCC(=O)Nc2ccccn2)c1C	14%	-10	-9%	-3%	-2%	0%	-7%	14%	-2%
COc1ccc(OC)c(CNC(=O)COc2cc(=O)n(C)c3ccccc23)c1	36%[activator]	-14	·	7%	·	-5%	·	·	-1%
O=C(Nc1ccc2ncccc2c1)Nc1ccc2ncccc2c1	7%	-1	-4%	-33%	-18%	2%	-2%	?	1%
CNC(=O)[C@H]1O[C@@H](n2cnc3c(NCc4ccc(N)cc4)ncnc32)[C@H](O)[C@H]1O	4%[58.9 µM]	·	·	-5%[57.1 µM]	·	·	-5%	11%[57.1 µM]	·
Cc1nn(-c2ccccc2)c(N2CCCC2)c1/C=N/O	4%[58.9 µM]	0	-7%	-18%	-2%	-5%	4%	-15%	-4%
CCOc1ccc(C(=O)NCC(=O)OCc2cc([N+](=O)[O-])cc3c2OCOC3)cc1OCC	12%	-1	-10%	-13%	-2%	-4%[60.1 µM]	-9%	0%	-1%
CC(C)c1ccc(S(=O)(=O)N2CCN(C(=O)c3cc([N+](=O)[O-])ccc3N3CCOCC3)CC2)cc1	21%	3	-9%	-13%	-7%	18%	14%	25%	-1%
Cc1ccc(C(=O)NC(=S)NNC(=O)c2ccccc2)cc1	31%[activator]	-5	-12%	-7%	-1%	-16%	6%	38%	1%
Cc1ccc(S(=O)(=O)N(C)C)cc1NC(=O)COC(=O)Cc1ccc(Br)cc1	12%	-3	-15%	-8%	-3%	-17%	-4%	-27%	-4%
O=C(NCCCCCNC(=O)c1ccco1)c1ccco1	-6%	2	-11%	-10%	-5%	5%	20%	-14%	0%
Cc1cc2c(cc1S(=O)(=O)N(C)Cc1ccccc1)n(C)c(=O)c(=O)n2C	16%	0	?	-21%	-4%	-20%	67%[activator]	?	-3%
CCn1c(SCC(=O)NCc2ccco2)nnc1-c1ccncc1	·	·	-2%	·	-3%	·	-9%	-24%	·
N#C/C(=C(/O)c1cccc(F)c1)c1nc2ccccc2s1	12%	-10	-8%	-1%	-1%	-13%	4%	36%	1%
Cc1ccc(NC(=O)CNC(=O)c2ccccc2F)cc1Cl	?	-6	10%	-2%	-5%	-9%	2%	2%	3%
CCOCCCn1c(SCC(=O)Nc2ccc(OC)cc2OC)nc2ccccc2c1=O	6%	-2	-13%	-13%	-4%	-8%[60.1 µM]	·	6%	-3%
COc1ccc(-c2[nH]ncc2CN2CCC(C(=O)c3ccc(F)cc3)CC2)cc1	?	3	-18%	-12%	-7%	0%	-3%	-21%	-3%
S=c1nc(Cc2ccc(Cl)cc2)[nH]c2ccccc12	-2%	-12	-18%	-8%	-3%	-19%	-3%	11%	-7%
CC1(C)Cc2cccc(OCC(=O)OCC(=O)c3ccccc3)c2O1	-7%	-13	·	-9%	·	-27%	-14%	·	-2%

Exported with values under each structure: 2 of the compounds above.
Fields – Pol iota inh | LDHA inh | Anesthetic bind | POLH inh | BLM helicase inh | POLK inh | APE1 inh | Pol beta inh | GRP78 ERSR act
S=c1nc(Cc2ccc(Cl)cc2)[nH]c2ccccc12
→ -2% | -12 | -18% | -8% | -3% | -19% | -3% | 11% | -7%
CC1(C)Cc2cccc(OCC(=O)OCC(=O)c3ccccc3)c2O1
→ -7% | -13 | · | -9% | · | -27% | -14% | · | -2%
